# AmpC detergent: qHTS Inhibitors of AmpC Beta-Lactamase (assay with detergent). P00811. AmpC hydrolysis of nitrocefin, absorbance 480 nm, 0.01% Triton. Potency, µM (highest dose often 114 µM), for inactives: top-dose activity change, negative = inhibition, most hits filed as inhibitors. 0.041% of 370,000 active. AID 485294, 2010;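 note: potency is the fitted concentration of half-maximal effect; 0% = no-compound wells and -100% = no-enzyme wells; nearly all actives have a fitted effect of over 25% in size; some results filed as inactive show a strong effect at the top dose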
# Target sequence (P00811 whole entry, looked up): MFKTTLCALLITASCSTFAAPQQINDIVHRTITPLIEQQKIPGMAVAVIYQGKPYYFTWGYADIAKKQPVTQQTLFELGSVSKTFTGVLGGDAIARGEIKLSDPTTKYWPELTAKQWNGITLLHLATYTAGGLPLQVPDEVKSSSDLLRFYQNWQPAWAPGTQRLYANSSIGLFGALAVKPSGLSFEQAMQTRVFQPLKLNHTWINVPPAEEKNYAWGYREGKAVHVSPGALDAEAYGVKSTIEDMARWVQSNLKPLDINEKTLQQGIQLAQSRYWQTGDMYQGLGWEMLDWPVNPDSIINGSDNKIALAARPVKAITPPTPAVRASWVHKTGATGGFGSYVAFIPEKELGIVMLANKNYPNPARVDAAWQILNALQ
#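 20 mM phosphate pH 7.0 + 0.01% (detergent screen) or 0.0001% Triton X-100; 5.3 nM AmpC reagent; cpd preinc 15 min RT; nitrocefin (800 uM stock) to start; A480 q20 s × 4 min; Activity was normalised to no-enzyme and no-compound control wells.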
# FBPA Giardia inh: qHTS Assay for Inhibitors of Fructose-1,6-bisphosphate Aldolase from Giardia Lamblia | A8B2U2 | purified Giardia FBPA | Potency, µM (titrated, usually from 59.6 µM), inactives show at the top dose activity, negative = inhibition, hits mostly inhibitors | 0.71% of 290,000 active; note: potency is the fitted concentration of half-maximal effect; nearly all actives have a fitted effect of over 55% in size
# Target sequence (A8B2U2 whole entry, looked up): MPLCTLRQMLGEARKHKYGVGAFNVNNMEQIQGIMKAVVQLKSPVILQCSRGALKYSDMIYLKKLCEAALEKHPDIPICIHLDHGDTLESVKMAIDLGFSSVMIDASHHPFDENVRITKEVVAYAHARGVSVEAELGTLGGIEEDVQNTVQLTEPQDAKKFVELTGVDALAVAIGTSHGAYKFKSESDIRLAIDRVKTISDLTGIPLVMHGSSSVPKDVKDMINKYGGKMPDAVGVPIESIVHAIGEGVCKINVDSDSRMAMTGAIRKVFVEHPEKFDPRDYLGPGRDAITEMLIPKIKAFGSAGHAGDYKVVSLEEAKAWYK
#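 Giardia FBPA (40 nM reagent) was preincubated 10 min at RT with compound (up to 57.5 uM final), then substrate plus GAPDH/TPI/NAD/arsenate coupling system with diaphorase/resazurin was added; resorufin fluorescence (525/598 nm) was read after 20 min.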
# HCMV antiviral: qHTS Assay for inhibitors of the human cytomegalovirus (HCMV); HFF cells, HCMV-luciferase reporter, 72 h; hits give low values; activity change, negative = inhibition, % at 57.5 µM; 4.5% of 410,000 active; AID 1259415, 2018; in the data active = activity change below about -60%; inconclusive = no clear call, values can overlap the other calls; inactive = above about -39%
#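 Human foreskin fibroblasts infected with luciferase-reporter HCMV at MOI 1 PFU/cell, compounds at two doses. Luciferase measured 72 h post infection; normalized to buffer-only basal and Salinomycin (10uM) controls.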
# AmpC no deterg: qHTS Inhibitors of AmpC Beta-Lactamase (assay without detergent); P00811; AmpC nitrocefin hydrolysis, absorbance 480 nm, 0.0001% Triton; Potency, µM (doses to about 57.1 µM), without a hit: at the top dose activity change, negative = inhibition, actives largely listed as inhibitors; 0.52% of 330,000 active;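 note: potency is the fitted concentration of half-maximal effect; plate controls were no compound for no effect and no enzyme for full effect; nearly all actives have a fitted effect of over 20% in size; some results filed as inactive show a strong effect at the top dose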
#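 AmpC (5.3 nM in the dispensed reagent) in 20 mM phosphate pH 7.0 with 0.01% (detergent screen) or 0.0001% Triton X-100 was preincubated with compounds for 15 min at room temperature. Nitrocefin was then added from an 800 uM solution, and hydrolysis was followed at 480 nm.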
# HCV inh: qHTS Assay for Inhibitors of Hepatitis C Virus (HCV); Huh7.5.1 HCVcc-Cre infection, luciferase reporter, 44 h; Potency, µM (titrated, usually from 41.8 µM), without a hit: at the top dose activity change, negative = inhibition, most hits filed as inhibitors; 3.4% of 340,000 active; AID 651820, 2012; note: potency is the fitted concentration of half-maximal effect
#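 Seed cells (1,000/well) for 4 h; treat with compound and infect with HCVcc-Cre, moi about 0.5. Incubate 44 h, then detect luciferase activity.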
# Sm TGR inh: qHTS Assay for the Inhibitors of Schistosoma Mansoni Peroxiredoxins; Schistosoma mansoni thioredoxin glutathione reductase (TGR), Q962Y6; purified TGR, DTNB reduction, TNB absorbance 405 nm; Potency, µM (titrated, usually from 114 µM), without a hit: at the highest dose activity change, negative = inhibition, usual class: inhibitors; 3% of 360,000 active; AID 485364, 2010; note: potency is the fitted concentration of half-maximal effect; nearly all actives have a fitted effect of over 60% in size
#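 Kinetic colorimetric format: TGR-catalysed, NADPH-driven DTNB reduction monitored via TNB absorbance. Enzyme dispensed at 20 nM; compound exposure 15 min at room temperature before reaction start.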
# Numbers without * were called inactive; u = inconclusive; x = no result given; & = joins results of further samples; [ ] = dose if it differs, or a comment. Unless noted, calls come from the whole dose curve; as a rule, active = well fitted curve in the direction sought with a large enough effect; inconclusive = small, poorly fitted or top-dose-only effect, or another doubt; inactive = no such curve, though single readings can be large; an effect the other way counts as inactive or inconclusive. Unless noted, % is set by controls: 0 for no effect and ±100 for the full control effect.
cpd	Compound	AmpC detergent	FBPA Giardia inh	HCMV antiviral	AmpC no deterg	HCV inh	Sm TGR inh
1	COc1ccc(CNc2nc(C)c([N+](=O)[O-])c(C)c2C#N)cc1	1%	1%	u	u	-4%	45%[activator]
2	CCOc1ccc(CCNC(=O)COC(=O)c2ccco2)cc1OCC	0%	5%	-4	17%	9%	-4%
3	Cc1ccc(S(=O)(=O)N(C)C)cc1[N+](=O)[O-]	-11%	5%	-22	-15%	-8%	9%
4	Cc1ccc(NS(=O)(=O)c2c(C)[nH]c(=O)[nH]c2=O)c(Br)c1	0%	-12%	23	-13%	21%	-19%
5	C=CCc1cc(C)ccc1OCCn1ccnc1	u	-19%	4	-2%	-21%	10%
6	COCCNC(=O)Cn1c(=O)n(CCCCCC(=O)NCc2ccc3c(c2)OCO3)c(=O)c2sccc21	4%&-5%	1%	-19	30%	x	5%&-1%
7	O=C(Nc1nc(-c2cccs2)cs1)C1=COCCO1	-14%	-5%	49	-18%	u	-16%
8	CCCCOc1ccc(NC(=O)c2cnc(C)cn2)cc1	3%	0%	-28	1%	-13%	4%
9	Cc1cc(/C=C(\C#N)C(=O)N2CCCCC2)cc(C)c1O	5%	x	-15	-13%	-23%	-26%
10	CS(=O)(=O)Nc1ccc(C(=O)CC(=O)Nc2ccc([N+](=O)[O-])cc2)cc1	-5%	10%	4	-43%	-8%	14%
11	Cc1cccc(NC(=O)N2CC3CC(C2)c2cccc(=O)n2C3)c1 (stereo unspecified)	2%	x	8	-1%	18%	15%
12	CCN(CCNS(=O)(=O)c1ccc2[nH]c(=O)sc2c1)c1ccccc1	u	7%	16	-28%	3%	4%
13	CNC1=C(N(C(C)=O)c2ccc(Br)cc2)C(=O)c2ccccc2C1=O	u	u	-100*	-14%	u	-14%
14	CC1(C)CC(=O)c2cc(C(=O)N3CCN(CCO)CC3)c(=O)n(-c3ccc(Cl)cc3)c2C1	u	0%	7	-4%	3%	0%
15	CC1=CC2=NC(=O)CC(C)(C(=O)N(CC(=O)NC(C)(C)C)Cc3ccccc3)N2C=C1 (stereo unspecified)	10%	1%	11	-1%	3%	33%
16	Cc1ccccc1C(=O)NCC(=O)Nc1ccccc1C(F)(F)F	-1%	4%	-33	-3%	10%	5%
17	Cc1ccnc2nc(C(=O)OCC(=O)N(Cc3ccccc3)C(C)(C)C)nn12	x	x	11	-20%	12%	x
18	N#Cc1c(NC(=O)CSc2ncnc3sccc23)oc(-c2ccco2)c1-c1ccco1	-8%	u	-19	1.8µM*	-28%	4µM*
19	Cc1nnc(SCc2ccc([N+](=O)[O-])cc2)[nH]c1=O	1%	11%	u	-14%	9%	x
20	O=C(NC(Cc1ccccc1)C(=O)NCCc1ccccn1)c1ccccc1 (stereo unspecified)	-2%	x	-5	-3%	13%	5%
21	COc1ccc(NC(=O)CCCCCn2nnc3ccccc3c2=O)cc1	0%	1%	15	-19%	u	12%
22	CCCCOC(=O)Nc1ccc(S(=O)(=O)Nc2nc(C)cc(C)n2)cc1	-1%	0%	25	-16%	3%	2%
23	COc1ccc(Nc2nc(C)cc(C)c2C#N)cc1	0%	-3%	28	-14%	7%	5%
24	COc1ccccc1OCC(=O)Nc1ccc(CSc2ccccc2)cc1C	2%	-1%	-13	-25%	-24%	-4%
25	CCCSc1nnc2c(n1)OC(CC)N(C(C)=O)c1ccccc1-2 (stereo unspecified)	-1%	x	9	x	x	-2%

# Of the compounds above, these have an NH in an aromatic ring.
cpd	Compound	AmpC detergent	FBPA Giardia inh	HCMV antiviral	AmpC no deterg	HCV inh	Sm TGR inh
4	Cc1ccc(NS(=O)(=O)c2c(C)[nH]c(=O)[nH]c2=O)c(Br)c1	0%	-12%	23	-13%	21%	-19%
12	CCN(CCNS(=O)(=O)c1ccc2[nH]c(=O)sc2c1)c1ccccc1	u	7%	16	-28%	3%	4%
19	Cc1nnc(SCc2ccc([N+](=O)[O-])cc2)[nH]c1=O	1%	11%	u	-14%	9%	x

# Further compounds follow:
cpd	Compound	AmpC detergent	FBPA Giardia inh	HCMV antiviral	AmpC no deterg	HCV inh	Sm TGR inh
26	CCC1=NN2C(=N)/C(=C/c3ccc(OS(=O)(=O)c4ccccc4)c(OC)c3)C(=O)N=C2S1	-10%	-5%	-16	-49%	-6%	1%
27	N=C(N)SCc1ccccc1Cl	1%	-10%	-24	-15%	-27%	7%
28	C=CCn1c(O)c(C(CC)=NCCC2=CCCCC2)c(=O)[nH]c1=O	-4%	9%	31	-10%	-20%	7%
29	O=C1C=C(c2cccc(Cl)c2O)C[C@@H](c2ccc(F)cc2)C1	12%	x	16	-5%	-3%	-30%
30	CCC(C(=O)OCc1cc(=O)n2nc(CCOC)sc2n1)c1ccccc1 (stereo unspecified)	-1%	x	-1	x	x	-6%
31	Cc1oc(-c2cccc(Br)c2)nc1CN1CCC(C(=O)NCCc2ccc(Cl)cc2)CC1	-4%	x	75	x	x	1%
32	COc1cc(OC)c2c(-c3cccc(-c4ccc(NC(C)=O)cc4)c3)cc(=O)oc2c1	x	-1%	u	49%	u	x
33	CN1CCN(C(=O)c2cc3c(n(-c4ccccc4)c2=O)CC(C)(C)CC3=O)CC1	u	3%	34	-2%	11%	-14%
34	CCOc1ccc(CC(C(N)=O)C(N)=O)cc1	-9%	6%	26	-10%[11.4 µM]	0%	-5%
35	O=C(CSc1nc2ccccc2c(=O)n1-c1ccccc1)NCc1ccc2c(c1)OCO2	2%	1%	-25	-19%	-8%	1%
36	COc1ccc2c(c1)c1c(c(=O)n(-c3ccc(OC)c(OC)c3)c(=O)n1Cc1ccccc1C)n2C	28%	x	20	x	x	3%
37	O=C(NC1CC1)c1ccc(S(=O)(=O)NCC2CCCCC2)cc1	-5%	4%	-18	-8%	1%	0%
38	Cc1cc(C(=O)COC(=O)C23CC4CC(CC(O)(C4)C2)C3)c(C)n1C	x	x	148	24%	-23%	x
39	COc1ccc(CN2CCCCC2C)c(C)c1C (stereo unspecified)	u	1%	-4	-8%	u	2%
40	COCCNC(=O)Cn1nc(C)c([N+](=O)[O-])c1C	0%	-1%	15	-2%	20%	0%
41	CC(=O)Nc1cccc(NC(=O)C(=O)NCCc2csc3nc(-c4ccccc4F)nn23)c1	-4%	x	9	x	x	-1%
42	C/C(=N\NC(=O)c1nnn(-c2nonc2N)c1CN(C)C)c1ccco1	-1%	-15%	-15	3%	-5%	-15%
43	Cn1c(N)c(C(=O)COC(=O)CCC2CCCC2)c(=O)n(C)c1=O	17%	-6%	-35	89%[activator]	-1%	3%
44	Cc1cccc(C(=O)Nc2ccc(CC(=O)O)cc2)c1	-2%	5%	-8	-12%	2%	8%
45	C=CCn1c(SCC(=O)O)nnc1-c1cccc(Cl)c1	-13%	9%	-8	-16%	13%	-1%
46	COc1ccc(NC(=O)COC(=O)c2ccc(O)cc2)c([N+](=O)[O-])c1	u	11%	-19	-19%[11.4 µM]	5%	7%
47	CNC(=O)CN1C(=O)C2C3C=CC(C3)C2C1=O (stereo unspecified)	1%	7%	19	-3%	4%	0%
48	COc1cccc(NC(=O)COC(=O)C2CC(=O)N(c3ccc(C)cc3)C2)c1 (stereo unspecified)	4%	x	2	25%	0%	-3%
49	N#Cc1cccc(C#N)c1N1CCC(C#N)CC1	-8%	0%	9	2%	-3%	-1%
50	CNc1ncnc(Sc2ccc(Cl)cc2)c1[N+](=O)[O-]	-8%	3%	-9	76%[activator]	u	0.56µM*
51	CCCC(c1nnnn1C(C)(C)CC)N1CCN(C2CCCC2)CC1 (stereo unspecified)	u	-8%	-22	-5%	16%	-5%
52	Cc1c(Cl)cccc1NC(=O)CNC(=O)c1cn(-c2ccccc2)nc1-c1cccnc1	-3%	x	-2	-34%	-19%	-4%
53	Clc1ccc(C2=NNC(=NCC3CCCO3)SC2)cc1 (stereo unspecified)	1%	6%	48	-16%	1%	3%
54	O=c1c2ccccc2nc(Cc2cccc([N+](=O)[O-])c2)n1-c1ccc(O)cc1	-22%	2%	0	-28%	0%	17%
55	Cc1ccc2nc(NC(=O)Cn3cc4c(n3)CCCCC4)sc2c1	u	u	-1	2.8µM*	16%	-7%
56	Cc1ccc(NC(=O)COC(=O)Cn2c(C)csc2=O)c([N+](=O)[O-])c1	-11%	x	-30	-9%	19%	-1%
57	CC(C)c1ccc(N=c2c([N+](=O)[O-])nn(-c3ccc4c(c3)OCCO4)n2O)cc1	u	-14%	-1	u	-18%	13µM*
58	CCN(Cc1cnn(C)c1)C(=O)c1ccc2nc(Cc3cccc(Cl)c3)oc2c1	2%	0%	u	165%[activator]	-26%	-2%
59	CSCCC(=O)N1CCC(CCC(=O)NC2CC2)CC1	3%	x	13	-15%	23%	2%
60	CCN(CC)CCNC(=O)c1ccc2c(c1)NC(=O)C(CS(=O)(=O)Cc1cccc(Br)c1)N2 (stereo unspecified)	6%	x	-2	x	x	u
61	O=C(NN=C1CCCC1)c1ccccc1OCCOc1ccccc1	5%	-14%	-12	-23%	-15%	11%
62	Nc1ccc(-c2cnc[nH]2)cc1[N+](=O)[O-]	0%	-7%	63	-4%	-1%	0%
63	CCOc1ccc(/C=N/Nc2ccc(C(F)(F)F)cc2[N+](=O)[O-])cc1O	6%	-5%	-13	-21%	u	58%[activator]
64	COc1ccccc1CNS(=O)(=O)c1csc(C(N)=O)c1	0%	5%	-34	-12%	-10%	5%
65	CCC(=O)N1CCN(c2cc(C)ccc2C)CC1	4%	-12%	15	-3%	5%	2%
66	Cc1nnc(SCC(=O)NCC(=O)Nc2ccc(F)c(F)c2F)n1Cc1ccccc1	-11%	15%	12	30%	15%	0%
67	CCOc1ccc(CCNC(=O)c2cccc(S(=O)(=O)N3CC(C)OC(C)C3)c2)cc1OCC (stereo unspecified)	-1%	x	-31	81%[activator]	u	-2%
68	O=C(/C=C/c1ccc(Br)cc1)NCc1cccs1	-4%	-6%	-61*	-36%	7%	6%
69	O=C1C(c2ccc(F)cc2)N(CCc2ccccc2)C(=O)CN1C1CCCCCC1 (stereo unspecified)	-6%	x	-28	x	x	3%
70	Cc1ccc(-c2cn3c(n2)SCC3)cc1	-1%	6%	70	-22%	6%	-13%
71	FC(F)(F)c1cccc(-c2nc(-c3ccncc3)no2)c1	7%	2%	-21	-4%	3%	0%
72	Cc1nc2c(C)cccc2cc1C(=O)N/N=C/c1cccc([N+](=O)[O-])c1	6%	-5%	-2	-19%	u	3%
73	CCOC(=O)C1CCCN(C(=O)c2cnn3c(C(F)F)cc(-c4ccc(C)cc4)nc23)C1 (stereo unspecified)	-6%	-6%	2	98%[activator]	u	6%
74	CC(=O)c1c(OC(=O)c2ccccc2)ccnc1C(F)(F)F	u	x	-20	-12%	13%	-1%
75	Cc1ccccc1NC(=O)NCCc1c[nH]c2ccccc12	-3%&18%	-1%	-24&-13	-40%	-22%	3%&-1%
76	COC(=O)c1cc(Sc2cccc(Cl)c2Cl)ccn1	-7%	-2%	12	71%[activator]	u	x

# Rows were taken by chance. Share with any hit: about 9.9%.
